SARS 3CLpro inh = SARS-CoV 3CLpro protease inhibition; inhibition, % at 6 µM; 0.14% of 290,000 active; recombinant SARS-CoV 3CLpro, quenched FRET peptide cleavage; P0C6X7; in the data active = inhibition above about 12%
VHR inh abs = inhibitors of human VHR1 phosphatase (DUSP3) | P51452 | recombinant VHR phosphatase, pNPP absorbance | inhibition, % at 13.3 µM | 0.52% of 290,000 active | AID 1654; in the data active = inhibition above about 50%; note: some compounds called inactive have numbers as strong as hits
PfHsp40 rescue = rescue of PfHsp40-mediated yeast toxicity; 0.68% of 340,000 active; growth rescue, % at 12.5 µM; S. cerevisiae expressing PfHsp40, growth rescue, ATP luminescence; AID 504582; in the data active = growth rescue above about 28%, passing the limit was not always enough; inconclusive = no clear call, values can overlap the other calls;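 note: yeast W303a lacking pdr1 and pdr3 grown in galactose medium; growth measured after three days at 30 °C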
MazEF act = activators of E. coli MazEF toxin-antitoxin RNase. 0.32% of 350,000 active. FAM/BHQ RNA-DNA oligo cleavage fluorescence, 5 h. P0AE70. activation, % at 20 µM; in the data active = activation above about 50%
SSB-PriA inh = blocks PriA binding to SSB C-terminal tail | AID 1272365 | AlphaScreen SSBct-PriA binding, biotinylated peptide | 0.6% of 430,000 active | inhibition, % at 33 µM; in the data active = inhibition mostly above about 37%, no sharp cut-off; inactive = mostly below about 20%;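 note: plate controls were negative control peptide for no effect and reference peptide for full effect; strong numbers were not always called active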
Y pestis TopoI = Y. pestis Topo-I inhibition via cleavage products; Y. pestis Topo-I cleavage product accumulation, plate reader; activity, % at 10 µM; 0.064% of 360,000 active; in the data active = activity above about 50%, passing the limit was not always enough; inconclusive = no clear call, values can overlap the other calls; note: inactives centre near 2
Rv3671c inh = inhibits the M. tuberculosis serine protease Rv3671c. P9WHR9. inhibition, % at 5.96 µM. 0.048% of 320,000 active; in the data active = inhibition above about 38%;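 note: extracellular domain of Rv3671c used as enzyme; 0% = enzyme with DMSO and 100% = no enzyme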
Vc quorum ag = induces V. cholerae light production without autoinducers. V. cholerae BH1578 lux reporter, luminescence, 6 h. activation, % at 18.7 µM. 0.16% of 350,000 active; in the data active = activation mostly above about 9.7%, no sharp cut-off; inconclusive = no clear call, values can overlap the other calls; inactive = mostly below about 3.7%; note: not every result past the cut was called active; inactives centre near 0; reference of the scale not given here
TcdB GH inh = blocks C. difficile toxin B glycohydrolase activity | P18177 | TcdB glycohydrolase enzymatic assay, plate reader | inhibition, % at 9.99 µM | 0.24% of 350,000 active | AID 652162; in the data active = inhibition above about 10%
Anthrax LF prot = anthrax lethal factor protease inhibition. P15917. inhibition, % at 10 µM. 0.12% of 360,000 active. multiplex microsphere protease cleavage assay, LF; in the data active = inhibition above about 30%; inconclusive = no clear call, values can overlap the other calls; note: plate controls were buffer without enzyme for full effect and enzyme alone for no effect
Starred values were filed as active, the others as inactive; i = inactive; ? = inconclusive; / = not tested or not shown; & = joins results of further samples.

SMILES	SARS 3CLpro inh	VHR inh abs	PfHsp40 rescue	MazEF act	SSB-PriA inh	Y pestis TopoI	Rv3671c inh	Vc quorum ag	TcdB GH inh	Anthrax LF prot
O=C(Nc1ccc(F)cc1)c1nc(S(=O)(=O)Cc2ccccc2)ncc1Cl	-2	-52	0.8	-4	4	4	-10	i	0.4	-4
COC(=O)c1c(NC(=O)CSc2ncnc3[nH]ncc23)sc2c1CCC2	-1	14	1.4	-23	-4&-9	1	5	-0.3	5.2	-1
CC(=O)Nc1c(Cl)cc(Cl)c2c1Cc1cc(Cl)ccc1-2	/	/	0.0	-3	-11	1	/	i	0.1	-2
Cc1ccc2nc(-c3ccncc3)c(NC3CCCC3)n2c1	0	11	-1.7	-21	3	7	-1	i	1.3	0
O=C1c2ccccc2NC(c2ccc(Cl)cc2Cl)N1O (stereo not drawn)	0	-8	292*	-2	2	-4	2	-0.2	/	-3
CC(=O)c1ccccc1NC(=O)COC(=O)/C=C/c1ccc(OC(F)F)cc1	/	/	0.0	-12	-8	6	-6	-0.4	1.5	-2
CC(=O)N1CCSc2ccc(S(=O)(=O)NCCc3ccc(Cl)cc3)cc21	5	11	-1.2	-6	4	26	-2	-0.3	1.8	0
Cc1ccc(S(=O)(=O)NCc2ccc(C(=O)N3CCN(c4ccc([N+](=O)[O-])cc4)CC3)cc2)cc1	4	-2	1.4	6	-2	32	-1	-0.2	0.0	2
COc1cccc(NC(=O)CSc2nc3c(oc4ccccc43)c(=O)[nH]2)c1	-7	-3	2.0	4	0	5	-6	0.9	/	-4
CC1CCN(c2ccc(C(=O)N3CCOCC3)cc2[N+](=O)[O-])CC1	-3	27	-0.8	-5	-1	-4	-7	6.2	/	5
COc1ccc(OCc2cc(C(=O)NC(C)Cc3cnccn3)no2)c(Cl)c1 (stereo not drawn)	2	-20	-0.8	0	-6	-4	-1	i	0.9	0
CC(C)n1c(CN(C)c2ccccc2)nc2ccccc21	7	0	-1.0	-2	3&-4	18	7	-0.9	1.5	0
CCCCCCc1c(C)c2ccc(OCC(=O)N3CCC[C@H]3C(=O)O)c(C)c2oc1=O	2	33	1.7	7	-12	21	-2	-0.8	-1.9	6
CC(C)C1N=C2c3ccccc3N=C(SCC#N)N2C1=O (stereo not drawn)	2	0	-0.8	6	-9	6	-3	i	/	-1
CCCN(CC(=O)Nc1ccccc1C)C(=O)CCNC(=O)c1ccccc1Cl	/	/	0.0	-14	-7	0	-5	i	-1.6	0

The last 6 compounds of the part above open the next one:
SMILES	SARS 3CLpro inh	VHR inh abs	PfHsp40 rescue	MazEF act	SSB-PriA inh	Y pestis TopoI	Rv3671c inh	Vc quorum ag	TcdB GH inh	Anthrax LF prot
CC1CCN(c2ccc(C(=O)N3CCOCC3)cc2[N+](=O)[O-])CC1	-3	27	-0.8	-5	-1	-4	-7	6.2	/	5
COc1ccc(OCc2cc(C(=O)NC(C)Cc3cnccn3)no2)c(Cl)c1 (stereo not drawn)	2	-20	-0.8	0	-6	-4	-1	i	0.9	0
CC(C)n1c(CN(C)c2ccccc2)nc2ccccc21	7	0	-1.0	-2	3&-4	18	7	-0.9	1.5	0
CCCCCCc1c(C)c2ccc(OCC(=O)N3CCC[C@H]3C(=O)O)c(C)c2oc1=O	2	33	1.7	7	-12	21	-2	-0.8	-1.9	6
CC(C)C1N=C2c3ccccc3N=C(SCC#N)N2C1=O (stereo not drawn)	2	0	-0.8	6	-9	6	-3	i	/	-1
CCCN(CC(=O)Nc1ccccc1C)C(=O)CCNC(=O)c1ccccc1Cl	/	/	0.0	-14	-7	0	-5	i	-1.6	0
CCS(=O)(=O)NCCCc1ccccc1	1	10	0.0	-1	-20	3	-3	i	/	-2
CN1C(=O)N(CC(=O)N2CCN(S(=O)(=O)/C=C/c3ccccc3)CC2)C(=O)C12CCCCC2	/	/	0.7	3	-13	23	-4	i	0.4	-4
COCCN(CCOC)C(=O)CN1C(=O)NC(Cc2c[nH]c3ccccc23)C1=O (stereo not drawn)	-1	4	1.1	-36	-13	3	6	-0.2	0.9	0
Cc1ccc(S(=O)(=O)Nn2c(O)c(C=C3N=c4ccccc4=N3)sc2=S)cc1	5	0	0.3	-17	-5	-7	-17	0.3	0.3	6
Cc1cc(C)c(S(=O)(=O)N2CCCC(C(=O)NCCC3=CCCCC3)C2)c(C)c1 (stereo not drawn)	4	26	1.8	2	-13	28	-4	-8.0	5.0	2
O=c1oc2ccccc2c2[nH]ccc12	-5	26	0.9	-4	-10	3	2	-0.2	1.8	-4
Cc1cccc(-n2nc3c(c2NC(=O)C2CC2)CS(=O)(=O)C3)c1C	-1	21	-0.3	7	0	6	18	-0.3	-0.9	1
O=C(/C=C/c1ccc(O)c(O)c1)OC1C(O)CC(OC(=O)/C=C/c2ccc(O)c(O)c2)(C(=O)O)CC1O (stereo not drawn)	-3	36	-0.1	3	-4	5	-9	i	-11	-23
CCCC(=O)Nc1cc(C)cn(Cc2c(F)cccc2Cl)c1=O	9	14	-1.0	-5	-9	-3	1	-0.4	1.5	-6
C=CCSc1n[nH]c(=O)n1-c1cccc(C(F)(F)F)c1	4	20	-0.7	-12	-1	-4	-2	-0.6	3.2	-7
Cc1cc(/C=C2/C(=O)N(C)C(=S)N2C)ccc1N1CCCC1	-1	19	-1.1	-82	30	-3	-13	i	0.8	22
COc1ccccc1C1CC(c2cccc(NS(C)(=O)=O)c2)=NN1S(=O)(=O)c1ccccc1 (stereo not drawn)	4	0	-0.3	8	-2	5	-6	14	1.0	-12
Nc1nc(NCc2ccc(Cl)cc2)nc(NCCO)c1[N+](=O)[O-]	2	0	0.0	8	-8	-2	5	i	1.2	-9
COC(=O)c1ccc(CSc2nc(N)cc(N)n2)cc1	1	6	0.6	9	2&-27	0	2	i	0.5	-3
CCn1c(N)c(Br)c(=O)[nH]c1=O	1	5	-0.4	1	-9	8	10	-0.2	0.9	-3
O=C(C1CC1)N1N=C(c2ccccc2)CC1(O)C(F)(F)F (stereo not drawn)	1	-23	-1.4	4	-18	-9	-1	-0.3	1.5	-5
Cc1cc(NS(=O)(=O)c2ccc(NC(=O)CSc3nnc(-c4ccco4)n3Cc3ccco3)cc2)nc(C)n1	2	6	54*	7	-3	9	-5	i	/	1
O=[N+]([O-])c1cccc(S(=O)(=O)c2cccc([N+](=O)[O-])c2)c1	3	11	/	7	-5	1	7	-0.4	-0.7	-8
O=C(CSc1ccc(Cl)cc1)NNC(=O)c1ccncc1	/	/	-0.2	4	3	-1	/	i	1.3	5
CC(=O)Nc1ccccc1OC(C)C(=O)NC(C)c1ccc(F)cc1 (stereo not drawn)	3	8	0.2	6	12	2	-7	i	0.9	3
Cc1ccc(C)n1NC(=O)c1ccccc1O	1	4	-0.8	1	-3	-2	12	i	/	-14
COc1ccc(CN2CCN(C(=O)c3ccco3)CC2)cc1OC	3	13	-1.3	10	0	-6	-9	-0.2	1.5	1
Cc1ccc(-n2c(-c3ccncc3)nnc2-c2cccs2)cc1	-5	/	-1.2	1	-8	9	7	i	/	2
C=C(C)CSc1nc(C)c(Cc2ccccc2)c(=O)[nH]1	-3	2	-1.4	0	-6	11	-6	i	/	1
O=C(NCCCSc1ccccc1)c1cc(Cl)ccc1O	4	-7	?	-6	-32	10	/	-0.3	-2.0	0
CNc1nc(-c2ccc3c(c2)CCN3C(=O)c2ccc(F)cc2)cs1	2	14	0.3	-4	12	1	/	1.5	/	-2
O=C(CC1C(=O)NCCN1C1CCCC1)NCc1cccc(OC(F)(F)F)c1 (stereo not drawn)	-1	2	-0.2	2	1	-1	1	-0.1	1.0	-1
CCOC(=O)Cc1nnc(NC(=O)CSc2nncn2C)s1	-4	5	0.1	-3	-5	4	13	-1.5	0.3	4
COc1ccc(NC(=O)CN(C)C(=O)Cc2ccc(S(=O)(=O)N3CCOCC3)s2)cc1	/	/	0.9	-1	-7	6	1	0.0	3.1	1
NNC(=O)c1ccc(N2CCCCCC2)c([N+](=O)[O-])c1	1	3	-0.1	-1	9	1	-5	i	1.4	-10
Cc1ccc(Nc2nc(NCc3ccco3)c3ccccc3n2)cc1	-1	41	1.7	-9	4	3	22	-0.8	0.0	12
CCOC(=O)C1CCN(C(=O)CN2C(=O)COc3ccc(C(C)(C)C)cc32)CC1	-2	11	-1.2	-6	-9	4	11	-0.3	1.4	2
CCOc1ccc(CC(=O)N/N=C(\C)c2cccnc2)cc1OCC	-5	27	-1.3	-5	/	3	/	-0.3	1.1	1
CCOC(=O)NC(=O)C(/C=N/c1sccc1C(=O)OC)=C(\C)O	0	2	-0.9	2	/	-5	-4	i	1.1	-6
Cc1cc(C)c2nc(C(F)(F)F)nc(NCCCN3CCCC3=O)c2c1	2	17	5.1	-5	-11	6	0	-17	/	0
O=C(N/N=C/c1ccc(N2CCOCC2)o1)c1cccc(C(F)(F)F)c1	0	13	0.2	9	/	3	0	i	/	-3
COc1cccc(-c2nnc(SC(C(=O)c3c[nH]c4ccccc34)c3ccccc3)n2C)c1 (stereo not drawn)	-2	8	0.9	-7	-9	13	-27	-0.2	1.0	2
CC(=O)c1ccc(N2CCN(C(=O)COc3ccccc3F)CC2)c(F)c1	2	-13	0.0	3	13	-2	3	-0.3	/	2
COc1ccccc1N1CCN(C(=O)C2CCN(C(=O)c3ccccc3C)CC2)CC1	-3	14	-0.6	2	-10	9	4	/	0.9	1
CCCCn1cnc2cc(NCc3ccncc3)ccc21	3	-12	4.7	2	30	3	6	i	-0.3	0
Cc1cc(C(=O)COC(=O)c2ccc3c(c2)OCO3)c(C)n1CC1CCCO1 (stereo not drawn)	-2	22	-1.8	-14	-2	5	6	-0.4	-0.5	-4
O=C1N=C(N2CCOCC2)S/C1=C\c1ccc(-c2ccccc2Cl)o1	2	2	0.0	61*	-11	0	-1	-0.1	-7.4	-2
O=[N+]([O-])c1cccc2nc3ccccc3c(NCCCn3ccnc3[N+](=O)[O-])c12	/	/	0.0	6	-3	-9	/	5.6	-0.9	-7
COc1cccc(N2[C@@H](CC(C)=O)c3ccc(/C=C/C(C)=O)cc3S2(=O)=O)c1	/	/	0.8	6	-3	7	-12	i	1.9	-4
COc1ccc(CN2CCN(C(=O)c3cc(C4CC4)nn3-c3ccccc3)CC2)cc1F	/	/	-0.3	-17	4	29	-2	i	1.4	-10
CC1CCC(=O)N(CCSc2ccccc2)CC1 (stereo not drawn)	-1	20	-0.4	6	-1	9	-7	2.8	1.2	2
CC(=O)c1ccc(COC(=O)c2cc3ccccc3oc2=O)cc1	2	-16	1.2	9	-8	2	-3	0.0	-0.8	13
COC(=O)c1c(C)[nH]c(C(=O)OCC(=O)N2c3ccccc3NC(=O)C2(C)C)c1C	0	-2	13	-13	-5	1	-8	i	/	-1
COc1ccc(NC(=O)C2=C(C)NC(=O)NC2c2cccc(OC)c2OC)c(OC)c1 (stereo not drawn)	-1	32	-0.3	-8	17	-4	-5	2.9	/	3
O=C(N=C1SC2CS(=O)(=O)CC2N1c1cccc(Cl)c1Cl)C1CCCO1 (stereo not drawn)	-1	12	1.0	-4	-6	1	8	-0.7	0.4	-1
COc1cc(S(=O)(=O)N2CC(=O)Nc3ccccc32)ccc1NC(C)=O	0	36	-1.9	11	4	5	11	-0.4	0.4	2
CN(C)S(=O)(=O)c1cccc(C(=O)Nc2cc(Cl)cc(Cl)c2)c1	3	23	3.8	4	-11	-11	-55	-0.8	/	-2
Fc1ccc2nc(Nc3nc4cc5c(cc4s3)OCCO5)sc2c1	1	5	-0.1	8	-3&-13	3	6	i	/	1
Cc1ccc(-c2nnc3sc(C4COc5ccccc5O4)nn23)cc1 (stereo not drawn)	-1	21	0.6	-1	1	-7	3	-5.6	1.1	-4
O=C1C(c2ccccc2)SC(=Nc2ccccc2)N1S(=O)(=O)c1ccccc1 (stereo not drawn)	-3	30	1.9	-2	6	0	-1	-0.4	/	-2

A portion of the library, so the mix of outcomes need not match the whole.
